# PfHsp90 set2 = reduces growth (ATP signal) of yeast expressing P. falciparum Hsp90. AID 504621. S. cerevisiae expressing PfHsp90, BacTiter-Glo ATP, 48 h; yeast lacking PDR1 and PDR3 efflux regulators. inhibition, % at 9.4 µM. 310,000 tested, 0.32% active;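 active means every replicate shows inhibition above about 80%, whatever the replicate mean, limit read from the data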;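 further: 0% = DMSO neutral controls and 100% = 20 µM radicicol positive controls; yeast relying on Plasmodium falciparum Hsp90 in place of its own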
# MOR-DOR inv ag = mu-delta opioid heterodimer inverse agonism. P35372+P41143. inhibition, % at 9.3 µM. AID 504357. cell-based MOR-DOR heterodimer luminescence. 340,000 tested, 0.21% active; in the data active means inhibition above about 22%, passing the limit was not always enough;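 further: 0% = cells with DMSO and 100% = wells without cells with DMSO; values of inactives mirror those of a sister screen read the other way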
# Target sequence (P35372 whole entry, looked up): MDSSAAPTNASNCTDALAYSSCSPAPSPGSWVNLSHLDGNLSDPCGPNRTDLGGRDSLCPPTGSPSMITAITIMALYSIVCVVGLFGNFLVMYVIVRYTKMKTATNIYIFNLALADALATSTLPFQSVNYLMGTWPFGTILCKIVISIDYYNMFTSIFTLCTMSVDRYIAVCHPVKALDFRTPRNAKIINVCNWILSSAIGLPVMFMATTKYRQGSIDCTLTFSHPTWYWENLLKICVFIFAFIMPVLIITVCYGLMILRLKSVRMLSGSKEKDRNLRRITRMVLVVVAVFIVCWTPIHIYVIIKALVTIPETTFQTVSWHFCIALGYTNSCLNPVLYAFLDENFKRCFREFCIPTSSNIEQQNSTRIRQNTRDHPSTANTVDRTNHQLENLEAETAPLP
# Target sequence (P41143 whole entry, looked up): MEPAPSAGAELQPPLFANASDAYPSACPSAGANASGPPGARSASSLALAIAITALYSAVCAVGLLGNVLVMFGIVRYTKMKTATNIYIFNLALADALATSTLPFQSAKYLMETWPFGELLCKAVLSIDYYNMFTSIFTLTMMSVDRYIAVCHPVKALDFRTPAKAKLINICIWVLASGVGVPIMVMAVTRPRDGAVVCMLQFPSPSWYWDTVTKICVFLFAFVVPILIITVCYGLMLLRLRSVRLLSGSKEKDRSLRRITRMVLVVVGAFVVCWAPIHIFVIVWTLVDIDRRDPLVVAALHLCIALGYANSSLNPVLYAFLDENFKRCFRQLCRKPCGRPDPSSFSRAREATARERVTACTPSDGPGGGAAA
# AddAB inh = less growth of phage-infected E. coli with AddAB | E. coli expressing H. pylori AddAB, absorbance growth | inhibition, % at 11.9 µM | 330,000 tested, 0.29% active | AID 435030; in the data active means inhibition above about 12%;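 further: 0% = vehicle wells of infected cells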
# Ecoli viability = bacterial growth inhibition, counter-screen for AddAB inhibitors; E. coli V3065 growth, OD600 absorbance, 18 h; inhibition, % at 11.9 µM; 330,000 tested, 0.27% active; AID 449728;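 active means inhibition above the campaign's mean inhibition across all tested compounds plus 3 SD, cut at about 9.9% in these data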;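 further: uninfected addAB+ strain grown without phage in ampicillin broth; 0% = DMSO wells and 100% = ciprofloxacin 0.95 µg/ml wells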
# phage Ecoli inh = E. coli growth loss with phage present; 360,000 tested, 0.26% active; growth absorbance; inhibition, % at 11.9 µM; in the data active means inhibition above about 11%
# HTR5A inv ag = HTR5A inverse agonism, opioid heterodimer counter-screen; inhibition, % at 9.3 µM; 340,000 tested, 0.083% active; HTR5A cell line, luminescence; in the data active means inhibition mostly above about 23%, no sharp cut-off; inactive means mostly below about 18%;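 further: 0% = cells with DMSO and 100% = no-cell wells with DMSO; some compounds called inactive have numbers as strong as hits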
# Tat transport = E. coli Tat transport inhibition; E. coli MC4100 TorA-mCherry Tat export, fluorescence; inhibition, % at 10 µM; 340,000 tested, 0.036% active; AID 488895;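 active means mean replicate inhibition at least 50% and at least half of replicates individually reaching 50%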;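 further: exported cargo escapes ClpAP degradation while cytoplasmic cargo is degraded and loses fluorescence; 0% = median of neutral control wells and 100% = median of NaSCN control wells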
# PKA-R1A act = PKA-R1A complex activation. PKA-R1A dissociation, Cy5-IP20 fluorescence polarization; scaled: DMSO 0%, 113 µM cGMP 100%. activation, % at 11.4 µM. 340,000 tested, 0.083% active. AID 504707;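 active means percent activation above the mean of all tested compounds plus 3 SD, cut at about 19% in these data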;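 further: higher means more PKAc released from R1A so a rise in polarization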
# PKA-R2B activ = activates the human PKA-R2B holoenzyme complex. P22694+P31323. PKA-R2B holoenzyme dissociation, Cy5-IP20 fluorescence polarization; R2B truncated from residue 108, S112A mutant; 0% DMSO only, 100% 113 µM cGMP. activation, % at 11.4 µM. 340,000 tested, 0.079% active. AID 504700;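 active means activation above a cutoff set at the mean over all compounds plus 3 SD, cut at about 18% in these data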;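 further: higher means more holoenzyme dissociation and a rise in polarization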
# Mot1-301 SUMO = inhibitors of SUMOylation pathway: yeast Mot1-301 growth rescue; AID 2716; growth rescue, % at 18.8 µM; S. cerevisiae Mot1-301 growth rescue, ATP luminescence, 38.5C; percent above DMSO median, 100 means doubled; 320,000 tested, 1% active;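 active means every valid replicate shows activation above 250% relative to neutral control wells; inactive means the rest, any valid replicate at or below 250%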;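 further: OY570 slx delta 5 strain wells were the positive control but not used for scaling; some compounds called inactive have numbers as strong as hits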
# OPRM1-OPRD1 ag = agonists of human mu-delta opioid receptor heterodimerization. activation, % at 9.3 µM. AID 504326. P35372+P41143. 340,000 tested, 0.3% active. cells, OPRM1-OPRD1 heterodimerization, luminescence; in the data active means activation above about 18%;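 further: 0% = vehicle-treated cells and 100% = reference agonist; values of inactives mirror those of a sister screen read the other way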
# * marks the source's active call; other numbers are inactive results; . = no result given; + = active, no number.
SMILES,PfHsp90 set2,MOR-DOR inv ag,AddAB inh,Ecoli viability,phage Ecoli inh,HTR5A inv ag,Tat transport,PKA-R1A act,PKA-R2B activ,Mot1-301 SUMO,OPRM1-OPRD1 ag
CNc1ccc(/C=C/C(=O)c2ccc(C)cc2)cc1[N+](=O)[O-],5,1,1.4,0.7,3.2,-16,-2,1,0,11,-0.1
Cc1cc(C)c(OCC(=O)N(C)CC(=O)Nc2ccc(N3CCOCC3)cc2)c(C)c1,3,2,2.3,2.6,-1.2,13,4,-3,-1,172,-0.3
[O-]/C(=C(\C(=S)NCc1ccco1)[n+]1ccccc1)c1ccccc1Br,0,2,1.2,-1.7,1.8,10,-6,-3,-4,6,-0.5
Nc1c(C(=O)c2cccs2)sc2nsc(SCCN3CCCCC3)c12,12,3,1.1,-2.5,0.1,11,-4,8,-8,-10,-0.5
CCOC(=O)C1C2C=CC3(CN(c4ccccc4CC)C(=O)C13)O2 (stereo unspecified),-5,3,2.6,-0.4,2.6,-4,0,-5,9,115,-0.6
CCOC(=O)CSC1=Nc2ccccc2C2=NC(CC(=O)NCc3ccc4c(c3)OCO4)C(=O)N12 (stereo unspecified),-92,15,1.6,-3.0,1.7,-8,-6,2,13,-21,-2.3
Cc1cccc2nc(CSc3nc4ccc([N+](=O)[O-])cc4[nH]3)c(Br)n12,-13,-13,0.6,-0.3,0.4,-3,2,-14,1,-2,2.5
Cc1ccc2nsnc2c1S(=O)(=O)N1CCN(C)CC1,-70,-2,5.5,0.6,3.2,18,5,-1,-8,26,0.3
NC(=O)c1cnn(-c2cccc(Cl)c2)c1N,6,7,-1.6,2.3,3.0,1,4,-7,5,-5,-1.3
O=Cc1ccc(-c2cccc(C(=O)O)c2)o1,8,19,4.4,-1.0,2.4,1,0,-1,-11,4,-3.9
Cc1ccc(C(=O)CCC(=O)OCC(=O)NNC(=O)c2ccc([N+](=O)[O-])cc2)cc1,28,2,0.8,-2.3,3.2,9,-4,-3,4,10,-0.4
O=C(CN(Cc1ccc(F)cc1)C(=O)CCC(=O)Nc1nccs1)NCc1ccc(F)cc1,15,3,-0.3,-1.1,1.8,6,5,7,-3,4,-0.5
CCc1ccc2nc(N(CCCN(C)C)C(=O)c3ccc(C(=O)c4ccccc4)cc3)sc2c1,-14,-28,-0.5,-2.2,2.4,-20,11,-7,4,1,5.4
CN(Cc1ccccc1)c1nc2c(c(=O)[nH]c(=O)n2C)n1CCSc1nc2ccccc2[nH]1,7,5,-1.0,-1.4,3.6,-1,-2,1,-8,-4,-0.9
COc1ccc(N2CCN(C(=O)C3Cc4ccccc4CN3C(=O)c3ccco3)CC2)cc1 (stereo unspecified),-3,6,0.1,-1.6,1.4,16,6,5,8,-8,-1.1
CCN(C(=O)COc1cccc(-n2cnnn2)c1)C1CCS(=O)(=O)C1 (stereo unspecified),-10,4,0.1,-0.7,1.6,-1,0,2,9,0,-0.7
Cc1c(C(=O)NCc2c(F)cc(F)cc2F)oc2ccc(S(=O)(=O)N3CCOCC3)cc12,9,-12,-1.7,-2.4,-0.1,-16,-1,8,1,9,1.5
Cc1c(NC(=O)C2(c3ccc(Cl)cc3)CCCC2)c(=O)n(-c2ccccc2)n1C,.,2,2.1,2.7,2.3,-18,8,11,2,-1,-0.3
N#Cc1nc(COc2cccc(Cl)c2)oc1N1CCCC1,0,-8,3.2,-0.5,1.6,4,-8,0,6,3,1.5
O=C(N/N=C/c1ccc2c(c1)OCCO2)c1ccncc1,-7,18,-1.7,-2.3,2.5,16,-12,6,-4,8,-3.6
O=C(CC(Cc1ccccc1)C(=O)O)Nc1ccc(F)cc1 (stereo unspecified),4,2,2.5,0.8,0.6,-17,8,0,5,-4,-0.5
COc1cccc(CNC(=O)Cn2c(=O)oc3ccccc32)c1OC,-6,15,1.0,-0.6,0.7,-9,-7,-4,-1,-15,-3.0
CSc1nc2ccccc2cc1/C=C(\C#N)c1cccc(C)c1,-18,-1,2.4,-0.6,3.0,11,6,-5,0,-14,0.2
CCOC(=O)[C@H]1[C@H]2COc3ccc(Br)cc3[C@@H]2N2C(=O)CN(Cc3ccc(Cl)cc3)C(=O)[C@@]12C,-11,5,1.2,-0.3,2.0,3,-13,-3,-4,15,-0.8
CCOC(=O)C1=C(N)N2C(=O)CSC2=C(C(=O)OC)C1,-24,-5,0.7,1.5,0.6,-9,-1,0,6,7,0.9
O=C(NNc1cccc(Cl)n1)C1CC1,-1,14,2.3,-2.8,3.8,-15,1,-3,-11,-7,-2.7
Cc1ccc(S(=O)(=O)CCC(=O)NCCN2C(=O)S/C(=C/c3ccc(F)cc3)C2=O)cc1,12,4,-0.5,1.1,4.6,-12,1,-11,-9,-13,-0.8
Cc1ncc(CN2CCN(CCc3ccccc3)C(CCO)C2)s1 (stereo unspecified),9,-26,0.8,0.4,-0.2,-9,-11,-2,-9,2,5.1
O=C1CCCN1CCC12CC3CC(CC(C3)C1)C2,.,15,5.4,2.4,4.2,-5,-3,-7,-5,-5,-3.0
Cc1cc(NC(=O)c2ccccc2F)n(C(C)(C)C)n1,5,.,3.3,1.1,2.1,.,3,.,.,+,.
Cc1cccc(S(=O)(=O)c2c(N)n(/N=C/c3ccco3)c3nc4ccccc4nc23)c1,-95,-1,0.3,-1.1,3.1,6,1,-11,-6,4,0.2
CNC(=S)N1N=C(c2ccc(C)cc2)CC1c1ccc(OC)cc1 (stereo unspecified),-10,9,2.8,-0.3,3.0,-5,-4,-7,-2,-10,-1.6
O=C(CSc1nnc2ccc(-c3ccc(Br)cc3)nn12)NCC1CCCO1 (stereo unspecified),-41,10,2.3,-2.0,3.6,-13,-9,-5,1,-9,-2.0
CCc1ccc(C(=O)COc2ccc(NC(C)=O)cc2)cc1,15,1,3.4,0.6,3.0,9,-7,-8,-3,298,-0.1
CCO[C@@H]1OC(C(N)=O)=C[C@H](c2coc3ccccc3c2=O)[C@H]1CCCO,5,-7,1.9,0.0,5.1,-20,11,-3,-9,3,1.3
CC(=O)Nc1ccc(C(=O)CSc2nnc(-c3ccc(O)cc3)n2CC2CCCO2)cc1 (stereo unspecified),-7,6,0.6,-0.4,0.3,-11,-8,6,0,8,-1.1
O=C(N/N=C/c1ccc([N+](=O)[O-])o1)c1cc2c(ccc3ccccc32)o1,-13,-49,.,.,1.1,7,-6,-17,-8,.,9.0
Cc1cc(C)cc(NC(=S)NCC2CCCO2)c1 (stereo unspecified),-21,-4,0.6,1.2,2.9,11,-3,-1,2,-9,0.9
CC(CCc1ccccc1)NC(=O)COC(=O)c1ccc([N+](=O)[O-])cc1 (stereo unspecified),0,-2,-1.1,-0.3,2.1,-2,4,-4,-12,-25,0.5
O=C(O)c1ccccc1NS(=O)(=O)c1ccc2ccccc2c1,-45,5,2.7,-1.5,3.3,-2,3,-2,1,60,-0.7

# Quoted at random: 3 records from the list
SMILES,PfHsp90 set2,MOR-DOR inv ag,AddAB inh,Ecoli viability,phage Ecoli inh,HTR5A inv ag,Tat transport,PKA-R1A act,PKA-R2B activ,Mot1-301 SUMO,OPRM1-OPRD1 ag
Cc1cc(C)c(OCC(=O)N(C)CC(=O)Nc2ccc(N3CCOCC3)cc2)c(C)c1,3,2,2.3,2.6,-1.2,13,4,-3,-1,172,-0.3
O=C(O)c1ccccc1NS(=O)(=O)c1ccc2ccccc2c1,-45,5,2.7,-1.5,3.3,-2,3,-2,1,60,-0.7
O=Cc1ccc(-c2cccc(C(=O)O)c2)o1,8,19,4.4,-1.0,2.4,1,0,-1,-11,4,-3.9

# Later entries:
SMILES,PfHsp90 set2,MOR-DOR inv ag,AddAB inh,Ecoli viability,phage Ecoli inh,HTR5A inv ag,Tat transport,PKA-R1A act,PKA-R2B activ,Mot1-301 SUMO,OPRM1-OPRD1 ag
COc1ccc(CNc2nc3c(c(=O)[nH]c(=O)n3C)n2CCCc2ccccc2)cc1,-2,4,2.1,-2.8,1.0,11,-2,5,5,6,-0.6
COC(=O)C(NC(=O)CN1C(=O)c2ccccc2C1=O)c1ccc(O)c(OC)c1 (stereo unspecified),2,12,0.5,-1.1,2.8,-1,2,-8,5,-5,-2.5
Cc1ccc(C)c(NC(=S)N2C3CCCC2CC(NC(=O)C2CC2)C3)c1 (stereo unspecified),21,16,0.7,-0.9,-1.6,-32,-17,-8,-6,10,-2.5
CC(C)Cc1nnc(NC(=O)Nc2ccccc2)s1,4,-37,2.6,1.4,4.2,22,-17,2,2,-9,8.1
Cc1ccc(/C=C/c2nnc(-c3ccc(C)cc3)o2)cc1,-3,-13,-0.9,-1.1,2.3,42*,-5,-1,-3,4,2.1
CCOC(=O)Cn1c(=O)oc2cc(S(=O)(=O)NC3CCCc4ccccc43)ccc21 (stereo unspecified),-18,0,-1.7,-1.6,-0.2,-6,4,4,4,1,0.0
COc1ccc(C(=O)Nc2ccccc2C(=O)N2CCOCC2)cc1Br,-2,18,0.1,0.0,2.0,-18,7,-3,-6,-30,-3.2
CC(=O)Nc1cccc(-c2cnc3ccccc3n2)c1,14,6,0.9,1.9,1.7,14,-4,9,-13,6,-1.1
COCC(=O)Nc1cc(OC)cc(OC)c1,-16,1,2.1,1.4,3.8,7,7,-4,-7,-26,-0.2
COc1ccc(OCC(=O)OCC(=O)NCC2CCCCC2)cc1,31,18,-0.6,-2.6,1.2,-10,8,-3,2,-14,-4.5
CC(=O)Nc1ccc(NC(=O)CSc2ccc3nnc(CCNS(=O)(=O)c4ccc(C)cc4)n3n2)cc1,1,6,2.6,2.6,2.6,26,-1,-6,-1,-22,-1.1
CCOc1ccc(NC(=O)NCc2ccc3c(c2)OCO3)cc1,-5,7,-3.0,-2.1,-0.4,14,-2,-5,2,108,-2.1
C=C(C)CN(CC)C(=O)Cn1cnc2c(oc3ccccc32)c1=O,-4,9,.,.,-1.0,8,-3,-6,-5,-9,-1.6
Cc1cc(C(=O)N2CCN(c3ccccn3)CC2)c(C)o1,-5,13,1.4,0.2,1.0,-21,3,0,-2,-6,-2.3
CS(=O)(=O)N1CCN(c2nc3ccc(Cl)cc3s2)CC1,3,11,-1.5,2.8,0.2,19,-9,-8,1,6,-2.2
c1ccc(Nc2c3c(nc4ncnn24)CCC3)cc1,24,5,-0.6,-2.2,-1.3,20,0,8,2,-8,-0.9
C[C@H](NC(=O)c1ccc(C(C)(C)C)cc1)C(=O)N1CCOCC1,-14,9,1.7,-2.8,0.6,-16,5,-8,2,-13,-2.2
COc1ccc(C=O)cc1OS(=O)(=O)c1ccc(NC(C)=O)cc1,-41,9,-1.4,0.3,4.3,-5,7,0,-10,5,-1.2
O=C(Cc1nnc(NC(=O)c2ccccc2)s1)N/N=C\c1ccc(O)c(O)c1,-20,-6,-1.2,-1.2,-0.8,10,0,-4,3,-14,1.2
